Scp-1 inhibitor: blocks human Scp-1 phosphatase activity; Q9GZU7; Recombinant Scp1, phosphopeptide, malachite green phosphate absorbance; inhibition, % at 20 µM; 0.88% of 340,000 active;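 active = inhibition above about 50% at 20 µM, limit read from the data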;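 note: plate controls were DMSO wells with enzyme for no effect and wells lacking enzyme for full effect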
Target sequence (Q9GZU7 76-261 limits assumed): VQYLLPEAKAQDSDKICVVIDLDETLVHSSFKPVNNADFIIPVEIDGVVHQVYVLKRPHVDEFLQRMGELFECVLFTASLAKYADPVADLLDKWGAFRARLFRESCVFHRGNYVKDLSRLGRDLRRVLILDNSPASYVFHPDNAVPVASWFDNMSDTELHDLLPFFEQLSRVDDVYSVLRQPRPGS
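Incubation: 45 min enzyme reaction at room temperature / System: truncated SCP-1 phosphatase (76-261aa) / Reagent: Phospho 17-mer peptide substrate / Buffer or medium: Acidic Tris acetate buffer with magnesium and detergent / Signal: absorbance at 630 nm / Doses: one concentration, 20 µM, with 1.0% DMSO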
Tb MetRS inh: blocks T. brucei methionyl-tRNA synthetase activity. purified T. brucei MetRS, ATP depletion, Kinase-Glo luminescence. 0.4% of 360,000 active. AID 624268. inhibition, % at 11.9 µM;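 active = inhibition above a per-plate cutoff of the control wells' mean inhibition plus 3 SD, cut at about 5.5% in these data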;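 note: 0% = DMSO wells median and 100% = median of wells with control inhibitor compound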
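Material – parasite MetRS enzyme · Medium – HEPES-MgCl2-KCl buffer plus DTT, spermine, BSA, pyrophosphatase · Reagent – ATP, methionine and E. coli bulk tRNA substrates · Times – 15 min enzyme-compound preincubation, 2 h reaction, 10 min detection, 25 °C · Measured by – luminescence of leftover ATP · Evaluation – percent inhibition relative to median high and low control wells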
STEP block: inhibitors of human striatal-enriched phosphatase STEP | P54829 | inhibition, % at 20 µM | 0.25% of 360,000 active | AID 588621 | recombinant STEP, OMFP fluorogenic substrate, fluorescence;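 active = inhibition at 20 µM, scaled per plate between control wells, above about 37%, limit read from the data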;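 note: 0% = DMSO with enzyme and substrate and 100% = substrate only without enzyme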
Target sequence (P54829 whole entry, looked up): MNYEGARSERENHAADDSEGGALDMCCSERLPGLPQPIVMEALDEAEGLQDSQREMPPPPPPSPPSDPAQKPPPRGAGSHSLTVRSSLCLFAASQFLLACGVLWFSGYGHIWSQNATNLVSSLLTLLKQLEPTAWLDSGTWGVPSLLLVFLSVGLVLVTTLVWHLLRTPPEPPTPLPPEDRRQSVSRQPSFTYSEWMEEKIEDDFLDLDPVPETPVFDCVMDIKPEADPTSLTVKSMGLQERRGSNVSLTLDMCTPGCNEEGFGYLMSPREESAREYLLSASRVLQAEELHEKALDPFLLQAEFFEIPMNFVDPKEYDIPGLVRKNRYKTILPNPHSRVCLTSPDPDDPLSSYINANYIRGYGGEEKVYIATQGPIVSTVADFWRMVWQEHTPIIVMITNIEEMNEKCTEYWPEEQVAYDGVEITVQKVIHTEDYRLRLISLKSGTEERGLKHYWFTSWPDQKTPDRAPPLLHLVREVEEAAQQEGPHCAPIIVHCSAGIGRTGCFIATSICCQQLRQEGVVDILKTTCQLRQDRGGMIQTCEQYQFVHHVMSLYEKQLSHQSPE
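material = STEP tyrosine phosphatase | reagent = fluorogenic phosphatase substrate OMFP at 25 µM final | doses = single compound dose of 20 µM, 1% DMSO final | schedule = 20 min reaction, room temperature, in the dark | measured by = fluorescence, 480/540 nm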
MsrA inh: inhibitors of bovine MsrA | purified bovine MsrA, absorbance read-out | inhibition, % at 15.5 µM | 0.75% of 360,000 active; in the data active = inhibition above about 4.5%;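 note: 0% = vehicle wells with enzyme and 100% = reference inhibitor wells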
CSN deneddyl inh: inhibitors of human CSN-mediated cullin deneddylation; Q92905; Purified CSN, SCF-Nedd8-OG deneddylation, fluorescence polarization; inhibition, % at 12.5 µM; 0.38% of 360,000 active;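 active = pattern-corrected inhibition above about 35%, with an unprinted fluorescence ratio check between 0.5 and 1.5, limit read from the data, passing the limit was not always enough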;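 note: 0% = enzyme with substrate and 100% = substrate without enzyme; some results filed as inactive read as strong as hits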
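Assay system: purified human Csn5 enzyme expressed in HEK293T cells; measure: % inhibition; also added: SCFSkp2-Nedd8OG substrate at 10 nM final; technique: fluorescence polarization; times: reaction 90 min, room temperature; medium: Tris buffer pH 7.5, NaCl, DTT, Tween-20, trehalose, ovalbumin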
DNMT1 block: DNMT1 (human) enzyme inhibition; DNMT1 molecular beacon, Hinp1I cleavage, fluorescence; 0.83% of 360,000 active; inhibition (reported as % activation of signal), % at 10 µM; P26358; AID 588458; in the data active = inhibition above about 50%
NadD block: blocks S. aureus nicotinate mononucleotide adenylyltransferase. purified NadD enzyme, colorimetric absorbance read-out. inhibition, % at 20 µM. 0.78% of 360,000 active; in the data active = inhibition above about 26%; note: some compounds past the cut are filed as inactive
SUMO1-SIM PPI: SUMO1-SIM interaction modulation. SUMO1 binding to a labelled peptide, TR-FRET, 1 h. inhibition, % at 20 µM. 0.33% of 360,000 active; in the data active = inhibition above about 37%
Target sequence (P63165 whole entry, looked up): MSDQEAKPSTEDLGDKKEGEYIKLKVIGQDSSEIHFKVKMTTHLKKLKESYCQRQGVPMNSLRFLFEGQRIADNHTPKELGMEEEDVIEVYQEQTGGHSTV
LMPTP block: LMPTP (human) inhibition | P24666 | recombinant LMPTP-A, OMFP fluorogenic substrate, fluorescence intensity | 0.22% of 360,000 active | inhibition, % at 20 µM;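 active = compounds that cut the enzyme signal by at least half of the control window in the single-dose screen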;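 note: plate controls were DMSO wells with enzyme plus substrate for no effect and substrate without enzyme for full effect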
Target sequence (P24666 whole entry, looked up): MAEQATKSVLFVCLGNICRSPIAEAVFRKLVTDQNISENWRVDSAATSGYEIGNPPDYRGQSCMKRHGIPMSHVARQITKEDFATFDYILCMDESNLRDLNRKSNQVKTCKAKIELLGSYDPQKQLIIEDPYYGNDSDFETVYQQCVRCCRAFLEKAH
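Material: LMPTP-A; amount: 0.625 nM enzyme; doses: single 20 µM dose; times: reaction 50 min, room temperature, dark; technique: fluorescence intensity of OMFP turnover product; benchmarks: no-enzyme and uninhibited controls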
Rpn11 block: blocks the human proteasome subunit Rpn11; O00487; 0.59% of 360,000 active; AID 588493; human 26S proteasome, Ub4-pepOG fluorescence polarization; 20S core pre-blocked with epoxomicin; calls only at 20 µM;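 active = inhibition at 20 µM, scaled to each plate's controls, above about 33%, limit read from the data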
An asterisk follows results filed as active.

C=CCn1c(-c2ccccc2[N+](=O)[O-])n[nH]c1=S was read as Scp-1 inhibitor -11, Tb MetRS inh -0.1, STEP block -4, MsrA inh 0.2, CSN deneddyl inh -10, DNMT1 block 3, NadD block 0, SUMO1-SIM PPI 0, LMPTP block -1.1 and Rpn11 block inactive.
For O=C(Nc1cccc(S(=O)(=O)N2CCCCC2)c1)C1CC1 the results were Scp-1 inhibitor 2, Tb MetRS inh -0.4, STEP block -2, MsrA inh 1.2, CSN deneddyl inh 2, DNMT1 block 3, NadD block 3, SUMO1-SIM PPI 6, LMPTP block 1.9 and Rpn11 block inactive.
For Cc1cc(C)n(-c2ccc(C(=O)Nc3cccnc3)cc2)n1 the results were Scp-1 inhibitor -5, Tb MetRS inh 3.1, STEP block -3, MsrA inh -0.5, CSN deneddyl inh 1, DNMT1 block -1, NadD block -7, SUMO1-SIM PPI -1, LMPTP block -2.1 and Rpn11 block inactive.
For Cc1ccc2[nH]c(C(=O)O)c(NC(=O)[C@@H]3C[C@@H]3c3ccccc3)c2c1 the results were Scp-1 inhibitor -13, Tb MetRS inh 1.2, STEP block -1, MsrA inh 0.1, CSN deneddyl inh -3, DNMT1 block 1, NadD block -2, SUMO1-SIM PPI -3, LMPTP block -3.9 and Rpn11 block inactive.
For COC(=O)c1sccc1NC(=O)Nc1cc(OC)ccc1OC the results were Scp-1 inhibitor -13, Tb MetRS inh 0.0, STEP block 2, MsrA inh 0.3, CSN deneddyl inh -1, DNMT1 block 2, NadD block -1, SUMO1-SIM PPI 3, LMPTP block 1.3 and Rpn11 block inactive.
For N#CCCN(C(=O)Nc1ccc(Cl)c(Cl)c1)c1ccccc1 the results were Scp-1 inhibitor -7, Tb MetRS inh -0.2, STEP block 0, MsrA inh 0.2, CSN deneddyl inh 4, DNMT1 block -1, NadD block -7, SUMO1-SIM PPI 3, LMPTP block 0.1 and Rpn11 block inactive.
O=C(NCc1ccc2c(c1)OCO2)Nc1ccc(F)cc1 was read as Scp-1 inhibitor -2, Tb MetRS inh -0.1, STEP block -1, MsrA inh -0.2, CSN deneddyl inh -3, DNMT1 block 1, NadD block -5, SUMO1-SIM PPI -2, LMPTP block 1.6 and Rpn11 block inactive.
For COc1ccc(-n2c(SC(CN3CCCCC3)CN3CCCC3=O)nc3ccccc3c2=O)cc1 (stereo not drawn) the results were Scp-1 inhibitor 6, Tb MetRS inh -0.1, STEP block -2, MsrA inh -0.1, CSN deneddyl inh 0, DNMT1 block -3, NadD block 1, SUMO1-SIM PPI 2, LMPTP block 0.4 and Rpn11 block inactive.
Screening COCCNC(=O)CN(C(=O)CCC(=O)Nc1ccccn1)c1ccc(C)c(C)c1 returned Scp-1 inhibitor -5, Tb MetRS inh -1.2, STEP block 0, MsrA inh -2.0, CSN deneddyl inh -5, DNMT1 block 1, NadD block -1, SUMO1-SIM PPI 0, LMPTP block -2.0 and Rpn11 block inactive.
`COC(=O)c1c[nH]c2c1-c1cc(C(=O)OCc3ccccc3)n(S(=O)(=O)c3ccc(C)cc3)c1C(=O)C2=O` gave Scp-1 inhibitor 5, Tb MetRS inh -0.2, STEP block 5, MsrA inh -0.4, CSN deneddyl inh 2, DNMT1 block 96*, NadD block 23, SUMO1-SIM PPI -1, LMPTP block 60* and Rpn11 block inactive.
For Cc1ccc(S(=O)(=O)N2CCN(C(=O)c3cccs3)CC2)cc1 the results were Scp-1 inhibitor -5, Tb MetRS inh 0.2, STEP block 3, MsrA inh 2.1, CSN deneddyl inh -4, DNMT1 block -4, NadD block -4, SUMO1-SIM PPI 6, LMPTP block -0.8 and Rpn11 block inactive.
Screening CCOc1ccc(NC(=O)CN2CCN(CC(=O)Nc3ccc(F)c(F)c3)CC2)cc1 returned Scp-1 inhibitor -2, Tb MetRS inh -0.5, STEP block 0, MsrA inh 2.4, CSN deneddyl inh -3, DNMT1 block -8, NadD block -6, SUMO1-SIM PPI -3, LMPTP block -3.3 and Rpn11 block inactive.
Screening O=C1[C@@H](c2ccccc2)CC[C@@H]2C=CC[C@H]3CCN1[C@@H]32 returned Tb MetRS inh -0.5, MsrA inh -1.2, CSN deneddyl inh 3, NadD block 2, SUMO1-SIM PPI 0 and LMPTP block -0.7.
For CCC(=O)N1CCN(c2nc(-c3ccc(Cl)cc3)cs2)CC1 the results were Scp-1 inhibitor 0, Tb MetRS inh -0.8, STEP block 2, MsrA inh -0.3, CSN deneddyl inh -2, DNMT1 block -4, NadD block 1, SUMO1-SIM PPI -10, LMPTP block 1.0 and Rpn11 block inactive.
For CCCOc1ccc(CNC(=O)C2CCN(C(=O)N3CCOc4ccccc43)CC2)cc1 the results were Scp-1 inhibitor -8, Tb MetRS inh -0.8, STEP block 0, MsrA inh -0.2, CSN deneddyl inh 1, DNMT1 block 1, NadD block -4, SUMO1-SIM PPI -2, LMPTP block -1.6 and Rpn11 block inactive.
Screening CCn1c(SCC(=O)N2CCOCC2)nnc1-c1ccco1 returned Scp-1 inhibitor -6, Tb MetRS inh 1.0, STEP block -3, MsrA inh -0.6, CSN deneddyl inh -1, DNMT1 block -1, NadD block -13, SUMO1-SIM PPI -5, LMPTP block -0.6 and Rpn11 block inactive.
Screening CC(C)Oc1cccc(NC(=O)C2(C)CCN2C(=O)C(C)C)c1 (stereo not drawn) returned Tb MetRS inh -0.3, STEP block 2, MsrA inh 0.7, CSN deneddyl inh -3, DNMT1 block 1, NadD block 1, SUMO1-SIM PPI 4, LMPTP block -0.7 and Rpn11 block inactive.
Screening C=CCn1c(-c2cccc(OC)c2)nc2nc3ccccc3nc21 returned Scp-1 inhibitor 5, Tb MetRS inh -1.0, STEP block -2, MsrA inh 3.0, CSN deneddyl inh -3, DNMT1 block 4, NadD block -2, SUMO1-SIM PPI -20, LMPTP block -2.0 and Rpn11 block inactive.
Screening CC[C@]12c3[nH]c4ccc(Cl)cc4c3CCN1C(=O)[C@@H](CC(=O)NCCN1CCOCC1)C[C@@H]2C(=O)N1CCN(C(=O)c2ccco2)CC1 returned Scp-1 inhibitor -4, Tb MetRS inh 0.0, STEP block 2, MsrA inh 1.0, CSN deneddyl inh 95*, DNMT1 block 6, NadD block -3, SUMO1-SIM PPI 4, LMPTP block -8.0 and Rpn11 block inactive.
COc1cccc(NC2=NCC(=O)N2Cc2cccs2)c1 was read as Scp-1 inhibitor -7, Tb MetRS inh 0.1, STEP block -3, MsrA inh -1.1, CSN deneddyl inh 4, DNMT1 block 9, NadD block -1, SUMO1-SIM PPI 1, LMPTP block -0.6 and Rpn11 block inactive.
Screening OCCN1CCN(CCO)C1=S returned Scp-1 inhibitor -10, Tb MetRS inh -0.1, STEP block 1, MsrA inh 0.3, CSN deneddyl inh -2, DNMT1 block 3, NadD block 0, SUMO1-SIM PPI -1, LMPTP block -0.9 and Rpn11 block inactive.
`CCOc1ccccc1NC(=O)N1CCCC1C(=O)Nc1nnc(CC)s1` (stereo not drawn) gave Scp-1 inhibitor 14, Tb MetRS inh -0.8, STEP block -8, MsrA inh -0.1, CSN deneddyl inh 2, DNMT1 block -4, NadD block -1, SUMO1-SIM PPI 17, LMPTP block -1.9 and Rpn11 block inactive.
For CCOc1ccc2nc(NC(=O)C3CCCN(S(=O)(=O)c4cccc5nonc45)C3)sc2c1 (stereo not drawn) the results were Scp-1 inhibitor -4, Tb MetRS inh 0.4, STEP block 1, MsrA inh -0.5, CSN deneddyl inh 4, DNMT1 block -11, NadD block 11, SUMO1-SIM PPI -8, LMPTP block 1.4 and Rpn11 block inactive.
COc1ccc(N(C(C)C(=O)NCc2ccco2)S(C)(=O)=O)cc1 (stereo not drawn) was read as Scp-1 inhibitor -4, Tb MetRS inh -0.3, STEP block 1, MsrA inh -0.7, CSN deneddyl inh 0, DNMT1 block -2, NadD block 8, SUMO1-SIM PPI 1, LMPTP block 1.0 and Rpn11 block inactive.
For COc1ccc(/C=N/NC(=O)CC(=O)N/N=C/c2ccc(OC)cc2)cc1 the results were Scp-1 inhibitor 8, Tb MetRS inh -1.1, STEP block -1, MsrA inh -0.7, CSN deneddyl inh 3, DNMT1 block 2, NadD block -1, SUMO1-SIM PPI -8, LMPTP block 0.0 and Rpn11 block inactive.
CCn1nc(NC(=O)c2ccccn2)c2cc3cccc(C)c3nc21 was read as Scp-1 inhibitor -9, Tb MetRS inh -1.1, STEP block 1, MsrA inh 1.0, CSN deneddyl inh 2, DNMT1 block 3, NadD block 1, SUMO1-SIM PPI -2, LMPTP block 0.1 and Rpn11 block active.
For CCn1c(SCC(=O)NC2CCCCC2)nc2c(c1=O)SC(C)C2 (stereo not drawn) the results were Scp-1 inhibitor 4, Tb MetRS inh -1.0, STEP block 0, MsrA inh 1.6, CSN deneddyl inh 0, DNMT1 block 0, NadD block 0, SUMO1-SIM PPI 2, LMPTP block -1.9 and Rpn11 block inactive.
For CC(C)NC(=O)CC1C(=O)N(Cc2ccccc2)C(C)c2nc3ccccc3n21 (stereo not drawn) the results were Scp-1 inhibitor -1, Tb MetRS inh -0.3, STEP block -2, MsrA inh 1.5, CSN deneddyl inh 0, DNMT1 block 2, NadD block 4, SUMO1-SIM PPI 0, LMPTP block -1.1 and Rpn11 block inactive.

Not a retest: an excerpt of the list.
`CCOc1ccccc1NC(=O)N1CCCC1C(=O)Nc1nnc(CC)s1` (stereo not drawn) gave Scp-1 inhibitor 14, Tb MetRS inh -0.8, STEP block -8, MsrA inh -0.1, CSN deneddyl inh 2, DNMT1 block -4, NadD block -1, SUMO1-SIM PPI 17, LMPTP block -1.9 and Rpn11 block inactive.
For CCOc1ccc2nc(NC(=O)C3CCCN(S(=O)(=O)c4cccc5nonc45)C3)sc2c1 (stereo not drawn) the results were Scp-1 inhibitor -4, Tb MetRS inh 0.4, STEP block 1, MsrA inh -0.5, CSN deneddyl inh 4, DNMT1 block -11, NadD block 11, SUMO1-SIM PPI -8, LMPTP block 1.4 and Rpn11 block inactive.
COc1ccc(N(C(C)C(=O)NCc2ccco2)S(C)(=O)=O)cc1 (stereo not drawn) was read as Scp-1 inhibitor -4, Tb MetRS inh -0.3, STEP block 1, MsrA inh -0.7, CSN deneddyl inh 0, DNMT1 block -2, NadD block 8, SUMO1-SIM PPI 1, LMPTP block 1.0 and Rpn11 block inactive.
For COc1ccc(/C=N/NC(=O)CC(=O)N/N=C/c2ccc(OC)cc2)cc1 the results were Scp-1 inhibitor 8, Tb MetRS inh -1.1, STEP block -1, MsrA inh -0.7, CSN deneddyl inh 3, DNMT1 block 2, NadD block -1, SUMO1-SIM PPI -8, LMPTP block 0.0 and Rpn11 block inactive.

Compound activity (PubChem BioAssay)
